AmpC inh no detg: qHTS Inhibitors of AmpC Beta-Lactamase (assay without detergent) | AmpC nitrocefin hydrolysis, absorbance 480 nm, 0.0001% Triton | Potency, µM (titrated, usually from 57.1 µM), for the others: at the highest dose activity change, negative = inhibition, hits mostly inhibitors | 330,000 compounds, 0.52% hits;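 also: potency is read from the fitted curve at half-maximal effect; plate controls were no compound for no effect and no enzyme for full effect; nearly all actives have a fitted effect of over 20% in size; some results filed as inactive show a strong effect at the top dose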
Target sequence (P00811 whole entry, looked up): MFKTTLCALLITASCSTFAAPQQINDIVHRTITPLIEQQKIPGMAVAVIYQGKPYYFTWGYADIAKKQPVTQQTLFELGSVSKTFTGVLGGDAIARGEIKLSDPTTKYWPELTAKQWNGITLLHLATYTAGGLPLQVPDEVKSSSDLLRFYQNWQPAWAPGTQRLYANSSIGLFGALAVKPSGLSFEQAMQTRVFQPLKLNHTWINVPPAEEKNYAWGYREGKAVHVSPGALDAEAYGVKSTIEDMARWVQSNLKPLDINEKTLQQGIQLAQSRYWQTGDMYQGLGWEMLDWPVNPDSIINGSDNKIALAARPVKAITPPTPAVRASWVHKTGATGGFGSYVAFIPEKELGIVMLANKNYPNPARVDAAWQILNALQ
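AmpC (5.3 nM in the dispensed reagent) in 20 mM phosphate pH 7.0 with 0.01% (detergent screen) or 0.0001% Triton X-100 was preincubated with compounds for 15 min at room temperature. Nitrocefin was then added from an 800 uM solution, and hydrolysis was followed at 480 nm.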
FBPA Giardia inh: qHTS Assay for Inhibitors of Fructose-1,6-bisphosphate Aldolase from Giardia Lamblia; 290,000 compounds, 0.71% hits; AID 2451, 2010; A8B2U2; Potency, µM (top dose mostly 59.6 µM), without a hit: at the highest dose activity, negative = inhibition, usual class: inhibitors; purified Giardia FBPA; also: potency is read from the fitted curve at half-maximal effect; % is scaled to controls: 0 for no effect and ±100 for the full control effect; nearly all actives have a fitted effect of over 55% in size
Target sequence (A8B2U2 whole entry, looked up): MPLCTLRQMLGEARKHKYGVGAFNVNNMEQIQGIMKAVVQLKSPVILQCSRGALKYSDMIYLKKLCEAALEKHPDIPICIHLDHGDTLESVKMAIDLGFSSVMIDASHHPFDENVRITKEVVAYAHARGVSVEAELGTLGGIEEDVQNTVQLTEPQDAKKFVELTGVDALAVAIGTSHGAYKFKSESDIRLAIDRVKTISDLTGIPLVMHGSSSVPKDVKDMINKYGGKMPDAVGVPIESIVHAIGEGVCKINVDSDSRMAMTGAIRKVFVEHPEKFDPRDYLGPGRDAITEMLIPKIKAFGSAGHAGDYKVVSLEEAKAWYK
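40 nM FBPA preincubated 10 min at RT with compound (up to 57.5 uM final), then substrate plus GAPDH/TPI/NAD/arsenate coupling and diaphorase/resazurin added. Fluorescence read after 20 min at RT, 525/598 nm.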
HCMV inh: qHTS Assay for inhibitors of the human cytomegalovirus (HCMV). activity change, negative = inhibition, % at 57.5 µM. HFF cells, HCMV-luciferase reporter, 72 h; stronger effect = lower value. AID 1259415, 2018. 410,000 compounds, 4.5% hits; in the data active = activity change below about -60%; inconclusive = no clear call, values can overlap the other calls; inactive = above about -39%; also: % is scaled to controls: 0 for no effect and ±100 for the full control effect
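Two-dose cell screen: HFF monolayers treated with compounds and infected with luciferase-expressing HCMV at 1 PFU/cell, 72 h at 37C, then lysed for luciferase measurement.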
CHX counter: Cycloheximide Counterscreen for Small Molecule Inhibitors of Shiga Toxin; cell reporter, cycloheximide protein synthesis inhibition counterscreen; max response, %; 300,000 compounds, 12% hits; in the data active = max response mostly above about 13%, no sharp cut-off; inactive = mostly below about 14%; also: read at 38.3 µM for the half of the compounds with a filed dose; 0% is about no effect
AMA1 RON2 block: qHTS for Inhibitors of AMA1-RON; Towards Development of Antimalarial Drug Lead: Primary Screen; Plasmodium falciparum AMA1 (3D7) - RON2 peptide interaction; AlphaScreen AMA1-biotinylated RON2 peptide binding; Potency, µM (doses to about 58.2 µM), without a hit: at the top dose activity change, negative = inhibition, hits mostly inhibitors; 360,000 compounds, 0.2% hits; AID 720542, 2013;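 also: potency is read from the fitted curve at half-maximal effect; 0% = vehicle wells and -100% = peptide control; nearly all actives have a fitted effect of over 45% in size; some results filed as inactive show a strong effect at the top dose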
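AMA1 (3D7) with his tag at 25 nM final met compounds first, then biotinylated RON2 peptide at 25 nM; detection used donor plus acceptor beads, 10 µg/mL apiece, read by AlphaScreen after 30 min at room temperature.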
Shiga inhibitor: A qHTS for Small Molecule Inhibitors of Shiga Toxin. Vero cells, Shiga toxin protein synthesis inhibition reporter. inhibition, % at 38.7 µM. 290,000 compounds, 9.2% hits; in the data active = inhibition mostly above about 28%, no sharp cut-off; inactive = mostly below about 43%; also: 0% is about no effect
AmpC inh detg: qHTS Inhibitors of AmpC Beta-Lactamase (assay with detergent); Potency, µM (highest dose often 114 µM), for inactives: top-dose activity change, negative = inhibition, hits mostly inhibitors; AmpC hydrolysis of nitrocefin, absorbance 480 nm, 0.01% Triton; 370,000 compounds, 0.041% hits; AID 485294, 2010;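 also: potency is read from the fitted curve at half-maximal effect; 0% = no-compound wells and -100% = no-enzyme wells; nearly all actives have a fitted effect of over 25% in size; some results filed as inactive show a strong effect at the top dose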
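AmpC (5.3 nM in the dispensed reagent) in 20 mM phosphate pH 7.0 with 0.01% (detergent screen) or 0.0001% Triton X-100 was preincubated with compounds for 15 min at room temperature. Nitrocefin was then added from an 800 uM solution, and hydrolysis was followed at 480 nm.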
* hit, by the source's call; ? = inconclusive; . = no result given; & = joins results of further samples; [ ] = another dose, or the depositor's remark. Unless noted, calls follow the shape of the dose curve; as a rule, active = well fitted curve in the direction sought with a large enough effect; inconclusive = small, poorly fitted or top-dose-only effect, or another doubt; inactive = no such curve, though single readings can be large; an effect the other way counts as inactive or inconclusive. Rows were taken by chance; any-hit rate near 16%.

SMILES	AmpC inh no detg	FBPA Giardia inh	HCMV inh	CHX counter	AMA1 RON2 block	Shiga inhibitor	AmpC inh detg
CCOC(=O)Cc1csc(NC(=O)Nc2ccc(C)cc2)n1	-40%	0%	-21	27*	4%	50*	2%
COc1ccccc1NC(=S)NC(C)=O	-4%[2.29 µM]	-1%	-31	-2	-3%	-9	-1%
COc1ccc(CCN(C)CC(O)c2ccccc2)cc1OC (stereo not drawn)	-11%	?	-74*	17	0%	7	1%
Cn1c(=O)c2c(nc(N/N=C/c3ccc(OC(=O)c4ccco4)cc3)n2Cc2ccccc2Cl)n(C)c1=O	-51%	-1%	.	-3	15%	-4	-5%
O=C(NCc1ccccc1CN1CCCC1)c1cc2ccccc2o1	-3%	.	34	.	0%	.	-3%
CCOC(=O)c1c(C)[nH]c(C(=O)COC(=O)c2ccc(N3CCCC3=O)cc2)c1C	-4%	0%	-18	-1	10%	-15	-8%
COc1ccc(C(C)=O)cc1CSc1nc2nc(C)cc(C)n2n1	39%	5%	-40	4	-7%	-9	9%
Cc1cc(=O)n2nc(N3CCCC(C(=O)NCc4ccc(F)cc4)C3)sc2n1 (stereo not drawn)	-10%	1%	4	10	-8%	-5	1%
CC(=O)N1N=C(c2ccc(C)o2)CC1c1ccc(Br)cc1 (stereo not drawn)	33%	3%	44	43*	5%	87*	-6%
O=C(O)CCCn1cc(NC(=O)COc2ccccc2F)cn1	0%	5%	-15&8	-4	-8%	-11	-5%&10%
Cc1ccc(-c2c[n+](CC(=O)N3c4ccccc4Sc4ccccc43)c3n2CCC3)cc1	79%[activator]	1%	-87*	7	-2%	-19	-2%
O=C(Nc1cccc(F)c1)c1cc(S(=O)(=O)NCCC2=CCCCC2)ccc1F	-26%	-1%	-72*	-2	8%	-5	-8%
N#Cc1ccc(NC(=O)N2CCC(c3nc4c(nnn4Cc4cccc(Cl)c4)c(=O)[nH]3)CC2)cc1	0%	3%	3	-2	?	13	-6%
COc1ccc(C)cc1NC(=O)CN(C)S(=O)(=O)c1cccs1	-2%	-5%	14	-3	-3%	-6	?
COc1cccc(N(C(=O)C2CSC(=O)C2)C(C(=O)NC(C)(C)C)c2ccncc2)c1 (stereo not drawn)	21%	4%	6	-5	13%	17	1%
COc1cc(C(=O)Nc2ccc3c(c2)Cc2cc(NC(=O)c4cc(OC)c(OC)c(OC)c4)ccc2-3)cc(OC)c1OC	-9%	2%	-18	1	20%	-16	2%
CNCC[C@@H](Oc1ccccc1C)c1ccccc1	.	3%	-36	.	-15%	.	.
O=C(NCc1cccnc1)c1ccc(NS(=O)(=O)c2ccc(F)cc2)cc1	-27%	.	-8	-3	-3%	16	4%
COc1cc2ccc(=O)oc2c(O)c1OCC=C(C)C	-24%	?	-1	11	12%	85*	?
CCOc1ccc(N(CC(=O)NCCSc2ccccn2)S(=O)(=O)c2ccc(Cl)cc2)cc1	5%	7%	-38	4	9%	-7	-3%
CC(C)C(=O)NC(=S)Nc1ccc(S(=O)(=O)NC(C)(C)C)cc1	-14%	-7%	10	7	3%	13	3%
CC(C)CC(=O)NC(=S)NCc1ccccc1	-4%	2%	31	4	-9%	-2	1%
CCN(CC)S(=O)(=O)c1cc(NC(=O)c2ccc(Br)s2)ccc1C	-37%	-10%	-83*	64*	-13%	77*	2%
CC(O)CN1CCN(C(=O)CN2C(=O)NC(c3ccccc3)(c3ccccc3)C2=O)CC1 (stereo not drawn)	48%	8%	80	-3	-1%	-9	?

Structures from the list above that have a tert-butyl group (2):
SMILES	AmpC inh no detg	FBPA Giardia inh	HCMV inh	CHX counter	AMA1 RON2 block	Shiga inhibitor	AmpC inh detg
COc1cccc(N(C(=O)C2CSC(=O)C2)C(C(=O)NC(C)(C)C)c2ccncc2)c1 (stereo not drawn)	21%	4%	6	-5	13%	17	1%
CC(C)C(=O)NC(=S)Nc1ccc(S(=O)(=O)NC(C)(C)C)cc1	-14%	-7%	10	7	3%	13	3%

Remaining list, next part:
SMILES	AmpC inh no detg	FBPA Giardia inh	HCMV inh	CHX counter	AMA1 RON2 block	Shiga inhibitor	AmpC inh detg
COc1cc(Cl)ccc1OCc1cc(C(=O)NCCCN2CCCC2=O)no1	64%[activator]	.	-3	14	5%	19	3%
CC1CCN(C(=O)Cn2nnc(-c3ccc(C(C)C)cc3)n2)CC1	60%	3%	43	-5	-1%	-5	?
C[n+]1ccn(CC(=O)c2ccc(Cl)cc2)c1	-4%	6%	-8	-3	-2%	-13	?
Cc1cc(Br)ccc1NC(=O)C1CCN(S(=O)(=O)c2cnc[nH]2)CC1	-16%	7%	-32	0	-7%	-1	1%
COc1cc(OC)cc(-c2n[nH]c(=S)n2-c2ccc3c(c2)OCCO3)c1	-12%	-2%	-12	1	58%[activator]	-6	-1%
COCCN(C(=O)C(F)(F)F)C(C(=O)NC1CCCCC1)c1ccco1 (stereo not drawn)	5%	11%	22	2	8%	-8	11%
Cc1ccc(COc2coc(CO)cc2=O)cc1	-22%	3%	106	38*	-8%	37	-8%
CCOC(=O)Nc1ccc2c(c1)N(C(=O)CCCl)c1ccccc1[S@]2=O	-16%	-25%	-102*	4	2%	.	-15%
Cc1ccc2c(c1)NC(=O)C(CC(=O)Nc1ccc(CN3CCC(C)CC3)cc1)O2 (stereo not drawn)	-13%	1%	.	-5	7%	-10	?
COc1ccc(C(=O)NC2(C(F)(F)F)N=C3SCCN3C2=O)cc1 (stereo not drawn)	-6%	4%	18	-5	7%	-1	-5%
CC1CCN(C(=O)CSc2nc3[nH]ncc3c(=O)[nH]2)CC1	-25%	-2%	43	-2	-2%[2.32 µM]	-10	?
Cc1ccc(S(=O)(=O)N(C)c2ccc(OC(=O)CN3C(=O)NC4(CCCC4)C3=O)cc2)cc1C	23%	.	-25	.	3%	.	?
Cc1cc(N)n(C2CCN(C)CC2)n1	-13%	?	29	-8	-12%	-9	?
CCn1c(C(=O)NC2CCC(C)CC2)cc2sccc21 (stereo not drawn)	-26%	-16%	-10	38*	0%	73*	-10%
O=C(Nc1cc2c(ccc3ccccc32)oc1=O)C1CCCCC1	-20%	14%	41	4	0%	11	1%
Cn1c(SCC(=O)N2CCCc3ccccc32)nnc1-c1ccccc1	5%	6%	8	1	1%	32	0%
CC1CC(C)CN(C(=O)CCC(=O)Nc2nnc(C(C)C)s2)C1 (stereo not drawn)	41%	0%	-13	-2	18%	-3	8%
CC(C)(C)c1ccc(C(=O)O)c(C(=O)c2ccccc2)c1	-12%	15%	-36	1	-7%	-15	7%
Cc1ccsc1/C=N\NC(=O)CC(=O)NCc1ccccc1	-22%[11.4 µM]	20µM*	-24	-2	5%	-16	?
Cc1c(C(=O)N/N=C/c2ccc(N3CCOCC3)cc2)nc2ccccn12	6%	0%	15	-9	21%	-3	1%
O=C(CN(Cc1ccccc1Cl)C(=O)c1csnn1)NCc1ccc2c(c1)OCO2	-10%	4%	9	-2	-9%	-10	0%
Cc1cccc(N2CCCn3c2nc2c3c(=O)n(CC(=O)OCc3ccccc3)c(=O)n2C)c1	-7%	7%	-5	-6	.	24	?
Cc1ccc(NNC(=O)CCc2ccccc2)c(C)c1	4%	8%	2	8	?	-3	9%
COc1ccc(CCNC(=O)COC(=O)c2ccc(C)s2)cc1	-10%	.	-33	.	-13%	.	-7%
CC1CN=C(Nc2ccc(F)c(Cl)c2)S1 (stereo not drawn)	-23%	3%	1	15	0%	77*	2%
CCc1ccc(NC(=O)Nc2cccs2)cc1	?	-7%	41	20*	-3%	56*	-14%
CC(C)(C)N(Cc1ccccc1)C(=O)COC(=O)c1ccccc1SCC(=O)N1CCCC1	125%[activator]	.	0	.	2%	.	-16%
O=C(CCC1CCCN(C(=O)CC2=CCCCC2)C1)N1CCN(c2ccccn2)CC1 (stereo not drawn)	108%[activator]	0%	?	-2	-11%	-9	7%
Cc1cccc(NC(=O)CCC(=O)N2CCOCC2)n1	-13%	.	-1	.	16%	.	2%
CC(C)(C)[C@H]1C=C(C(=O)NCc2ccccc2)O[C@@H](OCc2ccc(CO)cc2)C1	30%	-2%	-3	-1	-8%	-6	6%
CCOC(=O)N1CCN(C(=O)c2nc3ccccc3s2)CC1	-9%	9%	37	34*	-16%	73*	2%
CC(C)(C)OC(=O)N1CCC(CNC(=O)c2cccs2)CC1	1%	4%	-35	-2	29%	2	1%
O=C(Cn1ccccc1=O)NCc1ccc(F)cc1	70%[activator]	-27%	-21	-2	7%	29	?
C#CC[N+]1(CC#Cc2ccc(C#CC[N+]3(CC#C)CCOCC3)cc2)CCOCC1	-6%	-4%	.	-4	11%	-7	-3%
O=C(CSCc1c(Cl)cccc1Cl)Nc1ccccc1-c1ccccc1	-23%	-2%	-66*	-4	3%	-8	?
Cc1cccc(C(=O)Nc2nc3ccc(S(C)(=O)=O)cc3s2)c1	-1%	-9%	44	36*	8%	88*	?
Cc1ccc(-c2nnc(N(C)C(=O)C3CCCO3)s2)cn1 (stereo not drawn)	-8%	-1%	9	23	-2%	14	?
CCn1c(C)cc(=O)cc1-c1ccc(Cl)cc1	-22%	9%	-11	-4	-5%	-6	4%
CC(=O)c1ccc(NC(=O)CSc2nnc(-c3ccncc3)o2)cc1	-13%	.	-3	.	25%	.	?
O=C(O)c1ccccc1O	-24%	0%&-3%&7%	8	1&25	-9%	19&2	-3%
Cc1cccc(C)c1N1CCN(S(=O)(=O)N(C)C)CC1	23%	1%	-39	-2	-4%	2	6%
O=C(COC(=O)CNS(=O)(=O)c1c(F)cccc1F)NC(=O)NC1CCCCC1	-15%	.	-18	.	3%	.	3%
NC(=O)C1CC(=O)N(c2ccc(OCC(=O)Nc3ccc(F)cc3)cc2)C1 (stereo not drawn)	-3%	.	-5	.	0%	.	2%
Cc1cccc(/C=N\NC(=O)c2csnn2)c1	-26%	0%	59	74*	-9%	88*	-5%
FC(F)(F)c1nc(NCc2ccccc2)c2nnn(Cc3ccccc3)c2n1	8%	0%	-20	-1	-1%	12	7%
CCCSc1nnc(-c2c[nH]c3ccccc23)n1CC	-23%	-1%	-25	-5	2%	-9	-17%
COc1ccccc1NC(=O)CN1CCN(c2ccccn2)CC1	-1%	-1%	1	2	9%	10	0%
COc1ccc(/C=N/N2C(=O)CSC2=S)cc1Br	-48%	.	24	.	80%[activator]	.	-6%

Filtered by structure, those above with a COOH group
SMILES	AmpC inh no detg	FBPA Giardia inh	HCMV inh	CHX counter	AMA1 RON2 block	Shiga inhibitor	AmpC inh detg
O=C(O)CCCn1cc(NC(=O)COc2ccccc2F)cn1	0%	5%	-15&8	-4	-8%	-11	-5%&10%
CC(C)(C)c1ccc(C(=O)O)c(C(=O)c2ccccc2)c1	-12%	15%	-36	1	-7%	-15	7%
O=C(O)c1ccccc1O	-24%	0%&-3%&7%	8	1&25	-9%	19&2	-3%
